MmCpn inh = M. maripaludis TRiC chaperonin inhibition | purified Mm-Cpn ATPase, ADP Transcreener TR-FRET | Potency, µM (top dose mostly 76.9 µM), for the others: top-dose activity, negative = inhibition, usual class: inhibitors | 0.031% of 330,000 active | AID 504842; note: potency is the fitted concentration of half-maximal effect; % is set by controls: 0 for no effect and ±100 for the full control effect; nearly all actives have a fitted effect of over 80% in size
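Compound-treated chaperonin, 25 nM final, turns over 10 uM ATP at 37°C for 30 min following a 10 min preincubation; ADP generated competes with ADP-d2 for Eu-cryptate antibody, lowering FRET.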
CCT chaperon mod = cytosolic chaperonin activity modulation; purified chaperonin ATPase assay, HTRF ADP detection, 30 min; activity change, % (no concentration beside the values), hits read low; 0.3% of 360,000 active; in the data active = activity change below about -30%; note: % is set by controls: 0 for no effect and ±100 for the full control effect
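ATPase activity: ADP formed was measured by HTRF Transcreener (665/615 nm ratio) after 30 min at 37 deg C with 10 uM ATP. Compounds screened at one 76 uM concentration against 40 or 20 nM TRiC in Tris pH 7.4/KCl/MgCl2/DTT buffer.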
HepG2 tox = counter-screen for TGF-b inhibitors: cytotoxicity in HepG2 cells | HepG2 CAGA-GFP viability, ATP luminescence, 18 h | Potency, µM (series often up to 46.1 µM), for inactives: at the top dose activity change, negative = cytotoxicity, most hits filed as cytotoxic | 0.76% of 410,000 active; note: potency is the fitted concentration of half-maximal effect; some results filed as inactive show a strong effect at the top dose
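HepG2 CAGA-GFP cells (1000/well, DMEM with 1% FBS) received compound, then TGF-beta at 500 pg/mL final, and were incubated 18 hours at 37 degrees C. Viability was read by CellTiter-Glo luminescence. Media-only wells were set as complete cell-killing and DMSO as no toxicity.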
Abeta rescue = restores growth of yeast expressing A-beta42 peptide. yeast expressing A-beta42, growth rescue, OD600, 48 h; response scale: 0% DMSO, 100% iron-clioquinol control. Potency, µM (highest dose often 46.1 µM), for the others: at the top dose growth rescue, actives largely listed as activators. 0.063% of 410,000 active; note: potency is the fitted concentration of half-maximal effect; nearly all actives have a fitted effect of over 55% in size
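Yeast growth medium received pinned compounds, then yeast cells expressing toxic A-beta were added; plates incubated at 30 C for 48 hr. Growth read as absorbance at 600 nm, normalized to DMSO and equimolar FeCl3 plus clioquinol controls.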
A549 tox = kills or reduces viability of A549 cells in Nrf2 counter-screen; A549 ARE-Fluc cells, CellTiter-Fluor viability, 18-24 h; Potency, µM (highest dose often 46 µM), inactives show at the top dose activity change, negative = cytotoxicity, actives largely listed as inhibitors; 0.16% of 390,000 active; note: potency is the fitted concentration of half-maximal effect; % is set by controls: 0 for no effect and ±100 for the full control effect
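Cytotoxicity counterscreen: CellTiter-Fluor fluorescence was measured in A549 ARE_Fluc cells after 18-24 h of compound exposure in a concentration series. The subsequent BugLite luminescent read reports ARE-luciferase activity.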
Nrf2 ARE act = activates Nrf2 signaling; AID 624171; AREc32 ARE-luciferase reporter (MCF7-derived line), luminescence, 24 h; Potency, µM (highest dose often 46.1 µM), for the others: top-dose activation, most hits filed as activators; 0.31% of 410,000 active; note: potency is the fitted concentration of half-maximal effect; % of control where 0% means no effect; nearly all actives have a fitted effect of over 65% in size
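ARE-driven firefly luciferase activity in AREc32 cells measured after a 24 hr compound exposure at 37 deg C, using Steady-Glo reagent and a 30 min room-temperature hold.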
TGFb SMAD3 inh = blocks TGF-b signaling; HepG2 CAGA-GFP TGF-b/SMAD3 reporter, GFP fluorescence, 18 h; TGF-beta stimulated, 500 pg/mL final; Potency, µM (titrated, usually from 46.1 µM), for the others: at the top dose activity, negative = inhibition, usual class: inhibitors; 1.2% of 410,000 active; note: potency is the fitted concentration of half-maximal effect; % is set by controls: 0 for no effect and ±100 for the full control effect; nearly all actives have a fitted effect of over 65% in size
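Per well, imaged GFP fluorescence of HEPG2 CAGA-GFP cells gives the signal; cells get compound, then TGF-beta (500 pg/mL final), 18 h at 37 degrees C; %Activity versus -TGF-beta and +DMSO controls.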
Nrf2 inh = Nrf2 pathway inhibition; A549 ARE-Fluc reporter, luciferase luminescence, 18-24 h; Potency, µM (top dose mostly 46 µM), for the others: top-dose activity change, negative = inhibition, most hits filed as inhibitors; 2.1% of 360,000 active; AID 504444; note: potency is the fitted concentration of half-maximal effect; % is set by controls: 0 for no effect and ±100 for the full control effect; nearly all actives have a fitted effect of over 60% in size
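Nrf2 function is reported as luminescence of an ARE-controlled luciferase in A549 cells. Compounds were tested at several concentrations, and a CellTiter-Fluor read on the same wells flagged cytotoxicity.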
Akt phos inh = blocks phosphorylation of Akt; Neuro2A IGF-stimulated pAkt S473 HTRF, 20 min; active compounds read low; activity change, % for hits at 50 µM; 0.32% of 360,000 active; in the data active = activity change below about -80%; inconclusive = mostly about -51% to -80%; note: % is set by controls: 0 for no effect and ±100 for the full control effect
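Single-point screen (50 µM final compound) in Neuro2A cells stimulated 20 min with 6 nM IGF at 37 deg C. After lysis, Ser473-phosphorylated Akt read by HTRF (ex 330 nm, em 615/665 nm) as the 665/615 ratio.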
The depositor's hits bear a star; i = inactive; u = inconclusive; x = no result given; & = joins results of further samples; [ ] = dose if it differs, or a comment. Unless noted, calls come from the whole dose curve; as a rule, active = well fitted curve in the direction sought with a large enough effect; inconclusive = small, poorly fitted or top-dose-only effect, or another doubt; inactive = no such curve, though single readings can be large; an effect the other way counts as inactive or inconclusive.

SMILES	MmCpn inh	CCT chaperon mod	HepG2 tox	Abeta rescue	A549 tox	Nrf2 ARE act	TGFb SMAD3 inh	Nrf2 inh	Akt phos inh
CCc1n[nH]c(=S)n1/N=C/c1ccccc1OCc1ccc(Cl)cc1	1%	-4.8	-15%	3%	3%	0.8%	-17%	5%	i
CCCCNC(=O)c1ccccc1NS(=O)(=O)c1ccc2c(c1)OCCO2	-11%	-3.2	5%	15%	1%	-0.4%	3%	-23%	i
COc1cc(NC(=S)N2CCN(S(=O)(=O)c3ccc(F)cc3)CC2)cc(OC)c1	2%	3.2	0%	8%	0%	0.0%	-2%	1%	i
CC(=O)c1ccc(NC(=O)c2ccc(-c3nc(CSc4ccccc4)c(C)o3)cc2)cc1	x	x	-20%	-9%	1%	0.7%	-27%	10µM*	x
Cc1ccc(Sc2nc3ccc(C)cn3c(=O)c2/C=N/O)cc1	-1%	-1.1	-5%	6%	2%	-0.1%	-16%	7%	i
CS(=O)(=O)N1CC(C(=O)NC2CC2)Oc2ccc(Cl)cc21 (centres undefined)	3%	-7.0	0%	9%	0%	0.2%	-21%	-5%	i
O=C(COC(=O)Cn1cnc2ccccc2c1=O)Nc1ccccc1Sc1ccc(Cl)cc1	0%	1.9	10%	6%	17%	5.8%	u	0%	i
Cc1cc(=O)[nH]c(SCc2cn3ccccc3n2)n1	-8%	-1.5	-10%	-24%	0%	0.4%	30%	11%	i
CCS(=O)(=O)c1oc(-c2ccc(F)cc2)nc1S(=O)(=O)c1ccc(Br)cc1	x	x	3.5µM*	-39%[inhibitor]	u	0.0%	2.8µM*	u	x
CCc1ccc(C2=NN(C(=O)OC)C(O)(C(F)(F)F)C2)cc1 (centres undefined)	-1%	-0.3	-5%	8%	-8%	-0.5%	-2%	u	i
COc1cc2c(C(=O)Nc3ccccc3F)cn(C)c(=O)c2cc1OC	-2%	1.7	2%	0%	1%	-0.3%	10%	4%	i
Cc1ccc2c(c1)n([O-])c1c([n+]2=O)CCCC1	-3%	0.2	-40%	-3%	-9%	0.4%	-13%	12%	i

Grouped by structure: those above with four or more nitrogen atoms.
SMILES	MmCpn inh	CCT chaperon mod	HepG2 tox	Abeta rescue	A549 tox	Nrf2 ARE act	TGFb SMAD3 inh	Nrf2 inh	Akt phos inh
CCc1n[nH]c(=S)n1/N=C/c1ccccc1OCc1ccc(Cl)cc1	1%	-4.8	-15%	3%	3%	0.8%	-17%	5%	i
Cc1cc(=O)[nH]c(SCc2cn3ccccc3n2)n1	-8%	-1.5	-10%	-24%	0%	0.4%	30%	11%	i

Additional results
SMILES	MmCpn inh	CCT chaperon mod	HepG2 tox	Abeta rescue	A549 tox	Nrf2 ARE act	TGFb SMAD3 inh	Nrf2 inh	Akt phos inh
COCCN(C(=O)CSc1nnc(-c2ccccc2F)n1C)c1c(N)n(Cc2ccccc2)c(=O)[nH]c1=O	-1%	-3.9	-1%	1%	-10%	0.7%	17%	-8%	i
CCNCC(=O)Nc1c(C)cccc1C	2%	-1.7	-3%	-8%	-1%	0.4%	4%	2%	x
Cc1cc(Cl)c(S(=O)(=O)NCCC(=O)O)cc1OCC(N)=O	1%	-5.3	-20%	-8%	-10%	-0.8%	-7%	-10%	i
Cc1ccc(CN2CC(C(=O)Nc3ccc(S(=O)(=O)Nc4cc(C)nc(C)n4)cc3)CC2=O)cc1 (centres undefined)	1%	-5.6	6%	16%	-6%	-0.1%	-18%	u	x
CS(=O)(=O)N1CCN(C(=O)c2ccc(Cl)s2)CC1	1%	-0.9	-22%	8%	-2%	-0.5%	-21%	1%	i
CCSc1nsc(NC(=O)Nc2cccc(F)c2)n1	1%	-1.7	-41%	-70%[inhibitor]	-12%	1.1%	7.1µM*	u	i
CNC(=S)/N=C(\Nc1ccc(C)cc1)c1ccccc1	1%	-0.4	4%	18%	0%	2.5%	1%	1%	i
COc1ccc(Cl)cc1-n1nnc(-c2nsc(NC(=O)c3ccccc3Cl)n2)c1C	x	x	-35%	12%	-5%	0.4%	-6%	u	x
Oc1ccccc1C=NN=Cc1ccccc1Cl	x	-0.2	-34%	-1%	-7%	u	-7%	u	i
Cc1ccc(NC(=O)c2ccccc2Cl)cc1-n1cnnn1	1%	-1.5	3%	-12%	0%	3.2%	u	-6%	i
COc1ccccc1CCNC(=O)Cn1ccc2cc(S(=O)(=O)N3CCCCC3)ccc21	x	x	-14%	9%	-9%	4.0%	-26%	u	x
COc1cc(CCCN2C(=O)C(=O)NC[C@@H]2CC2CCCCC2)cc(OC)c1OC	0%	-3.1	3%	-7%	-2%	-0.5%	6%	-3%	i
O=C(Nc1ccc(F)cc1)Nc1ccc(N2CCOCC2)c2nonc12	0%	-1.3	-17%	2%	6%	3.8%	-6%	u	i
Cc1ccc(-c2nnc(NC3CCCCC3)c3ccccc23)cc1S(=O)(=O)N1CCN(C)CC1	-2%	0.1	-32%	10%	u	-0.4%	-3%	23µM*	i
CCOC(=O)c1c(C)[nH]c(C(=O)COC(=O)c2ccc(O)cc2O)c1C	2%	-0.8	-6%	2%	-3%	0.3%	0%	-14%	i
CC(C)C(NC(=O)c1ccc(F)cc1)C(=O)N1CCC1 (centres undefined)	-1%	1.7	8%	u	1%	-0.5%	9%	5%	i
CCn1ncc([N+](=O)[O-])c1C(=O)Nc1c(C)cccc1C	1%	-0.3	5%	3%	-1%	-0.2%	16%	2%	i
O=C(CNS(=O)(=O)c1ccccc1)NCC(=O)OCc1ccc(C(=O)c2ccccc2)cc1	2%	1.1	-14%	0%	9%	0.4%	-14%	-4%	i
Cn1ncc2c(NNC(=O)c3ccccc3Cl)ncnc21	-2%	-2.5	-12%	-3%	-2%	0.3%[9.22 µM]	-3%	5%	i
Cc1cc(C)nc(NC2=NCC(=O)N2CCc2c[nH]c3ccccc23)n1	0%	-1.9	-12%	1%	18%	-0.1%	-10%	-7%	i
Cc1cc(NC(=O)CCC(=O)N(Cc2cccs2)C(C)(C)C(=O)NC2CCCCC2)no1	1%	-4.6	-3%	-2%	-10%	0.0%	-1%	-9%	i
Cc1cc(/C(O)=C2\C(=O)C(=O)N(CCN(C)C)C2c2ccncc2)ccc1OCc1ccccc1 (centres undefined)	0%	-5.9	15%	1%	0%	-0.6%	9%	5%	i
COc1ccc(C(=S)N2CCOCC2)cc1OS(=O)(=O)c1ccccc1[N+](=O)[O-]	1%	2.2	-4%	-5%	1%	u	-2%	1%	i
Cc1cc([N+](=O)[O-])c(-c2ccc(/C=N/n3cnnc3)o2)cc1Cl	-1%	0.5	-31%	-14%	-22%	4.9%	-3%	u	i
Cc1ccc(-c2cc(C(=O)Nc3ccc(S(=O)(=O)Nc4nc(C)cc(C)n4)cc3)c3ccccc3n2)cc1	u	-2.0	2%	4%	-3%	-0.5%	19%	0%	i
C[C@H]1CCC[C@]2(O[C@@H](CCO)C[C@H](O)[C@H]2O)O1	2%	-0.5	-12%	-52%[inhibitor]	0%	0.5%	u	12%	i
COCCn1c(N)c(N(Cc2ccccc2)C(=O)Cc2c(Cl)cccc2Cl)c(=O)[nH]c1=O	0%	-1.1	5%	-19%	-3%	-0.9%	0%	-10%	i
COc1cc(C(=O)NCC(c2cccnc2)N2CCN(c3ccc(F)cc3)CC2)cc(OC)c1OC (centres undefined)	-3%	-0.4	1%&1%	-5%&-7%	u	-0.5%&-0.6%	3%&29%	u	i
COc1ccc(N2CCN(C(=O)c3cc([N+](=O)[O-])ccc3N3CCN(CCO)CC3)CC2)cc1	2%	-5.3	-5%	0%	-11%	-0.6%	4%	-7%	i
CCc1cccc(CC)c1NC(=O)CNCc1cccs1	-1%	1.4	-5%	-15%	2%	-0.5%	22%	-15%	i
NC1=NCC(O)=C1c1nc2ccccc2[nH]1	-2%	-5.0	39%	23%	4%	0.7%	1%	-8%	i
Cc1ccc(NC(=O)c2cc(=O)c3ccccc3o2)cc1	0%	-3.4	-6%	-9%	-2%	u	0%	u	i
Cc1cccc(OCCSc2nnc(-c3cccs3)o2)c1	x	x	-51%	-25%	0%	u	u	1%	x
O=C(NCCN1CCN(c2ccccc2)CC1)Nc1cccc(Cl)c1	0%	-1.3	-9%	13%	0%	3.2%	42%[activator]	5%	i
O=C(CN(c1ccccn1)S(=O)(=O)c1ccccc1)N/N=C/c1cccc([N+](=O)[O-])c1	0%	-3.7	-31%	3%	-1%	-0.8%	-7%	15%	i
O=[N+]([O-])c1ccc(S(=O)(=O)NN=CCCc2ccccc2)cc1	x	0.7	-6%	13%	-2%	1.9%	21%	-10%	i
Cc1ccc2nc(COc3ccccc3NC(=O)c3ccccc3F)cc(=O)n2c1	x	x	-1%	-10%	0%	7.1%	38%[activator]	x	x
O=C(Nc1ccc(-c2cn3ccccc3n2)cc1)c1cccs1	-8%	-1.0	-157%	-10%	-5%	2.5%	u	13%	i
COc1cccc(-c2nc3ccc(O)cc3c(=O)o2)c1	u	2.4	-5%	-16%	-1%	3.5%	0%	2%	i
CC1=NN(Cc2cc(C(C)(C)C)c(O)c(C(C)(C)C)c2)C(=O)C1	1%	-3.5	-24%	-13%	1%	22%	-24%	u	i
CC(=O)Nc1ccc(S(=O)(=O)NCCSCc2cccc(Cl)c2)cc1	0%	-1.0	-6%	16%	1%	0.5%	-27%	-26%	i
Cc1ccc(C(=O)NCc2ccc3c(c2)OCO3)cc1N1CCCC1=O	1%	-0.4	-3%	0%	0%	-0.7%	5%	-9%	i
CCOC(=O)C1=C(C)N=C2SCCC(=O)N2C1c1ccc(OCc2ccccc2)c(OC)c1 (centres undefined)	x	x	-6%	6%	-7%	5.0%	15%	u	x
